Screens: PubChem, several laboratories
Pemphigus Ab inh: human desmoglein-3 autoantibody binding inhibition. binding (percent of control), % at 10 µM. DSG3-coupled beads, scFv-anti-DSG3-GFP binding, flow cytometry; stronger effect = lower value. actives 0.48% (n = 310,000). AID 588358;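 active = binding more than 3 SD below its plate's average and above zero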;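 also: hits lower antibody fragment binding to DSG3; some compounds called inactive have numbers as strong as hits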
HTR5A inv ag: HTR5A inverse agonism, opioid heterodimer counter-screen | AID 504634 | inhibition, % at 9.3 µM | actives 0.083% (n = 340,000) | P47898 | HTR5A cell line, luminescence; in the data active = inhibition mostly above about 23%, no sharp cut-off; inactive = mostly below about 18%;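 also: 0% = cells with DMSO and 100% = no-cell wells with DMSO; some compounds called inactive have numbers as strong as hits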
Arr AP2 block: blocks beta-arrestin peptide binding to AP2 adaptin; FITC-arrestin peptide / GST-AP2 beads, flow cytometry; AP2 beta2 appendage carries R879A mutation; inhibition, % at 10 µM; actives 0.31% (n = 340,000); AID 504490;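 active = inhibition above a set limit, near 3 SD of compounds lacking own fluorescence, cut at about 54% in these data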;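 also: plate controls were DMSO wells for no effect and 5 µM unlabelled arrestin peptide for full effect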
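system = GST-tagged AP2 beta2-adaptin appendage (R879A) on 4 µm glutathione beads | reagent = FITC-labelled arrestin peptide probe, 50 nM final | schedule = compound with beads 12 min RT, then probe 1 h RT | signal = HyperCyt-sampled flow cytometry, FL1 channel, ex 488/em 535 nm | read-out = percent response from loss of bead-bound FITC fluorescence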
HTR5A ag ctr: activates human HTR5A in OPRM1-OPRD1 agonist counter-screen; HTR5A agonist assay, luminescence, cell-based; activation, % at 9.3 µM; actives 0.61% (n = 340,000); AID 504692; in the data active = activation mostly above about 9.5%, no sharp cut-off; inactive = mostly below about 7.6%;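 also: 0% = cells with vehicle only and 100% = reference agonist; strong numbers were not always called active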
DAGLB inh: blocks human DAGLB lipase activity. HEK293T DAGLB membrane lysate, EnzChek fluorogenic substrate. Q8NCG7. inhibition, % at 5.17 µM. actives 0.059% (n = 340,000); in the data active = inhibition above about 34%;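 also: 0% = enzyme with vehicle and 100% = wells lacking enzyme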
PKA-R2B act: activates the human PKA-R2B holoenzyme complex; actives 0.079% (n = 340,000); activation, % at 11.4 µM; AID 504700; PKA-R2B holoenzyme dissociation, Cy5-IP20 fluorescence polarization; R2B truncated from residue 108, S112A mutant; 0% DMSO only, 100% 113 µM cGMP; P22694+P31323;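 active = activation above a cutoff set at the mean over all compounds plus 3 SD, cut at about 18% in these data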;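 also: higher means more holoenzyme dissociation and a rise in polarization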
PKA-R1A activ: activators of PKA-R1A complex; P00514+P68181; PKA-R1A dissociation, Cy5-IP20 fluorescence polarization; scaled: DMSO 0%, 113 µM cGMP 100%; activation, % at 11.4 µM; actives 0.083% (n = 340,000); AID 504707;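 active = percent activation above the mean of all tested compounds plus 3 SD, cut at about 19% in these data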;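 also: higher means more PKAc released from R1A so a rise in polarization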
V-ATPase pHluor: yeast V-ATPase proton transport regulation by pHLuorin. AID 504577. S. cerevisiae, pHLuorin cytosolic pH fluorescence. response, % at 10 µM. actives 0.37% (n = 350,000); in the data active = response mostly above about 7.3%, no sharp cut-off; inactive = mostly below about 5.4%; also: actives read high; inactives centre near 0; some compounds called inactive have numbers as strong as hits; reference of the scale not given here
OPRM1-OPRD1 inv: mu-delta opioid heterodimer inverse agonism; P35372+P41143; cell-based MOR-DOR heterodimer luminescence; inhibition, % at 9.3 µM; actives 0.21% (n = 340,000); AID 504357; in the data active = inhibition above about 22%, passing the limit was not always enough;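 also: 0% = cells with DMSO and 100% = wells without cells with DMSO; values of inactives mirror those of a sister screen read the other way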
Target sequence (P35372 whole entry, looked up): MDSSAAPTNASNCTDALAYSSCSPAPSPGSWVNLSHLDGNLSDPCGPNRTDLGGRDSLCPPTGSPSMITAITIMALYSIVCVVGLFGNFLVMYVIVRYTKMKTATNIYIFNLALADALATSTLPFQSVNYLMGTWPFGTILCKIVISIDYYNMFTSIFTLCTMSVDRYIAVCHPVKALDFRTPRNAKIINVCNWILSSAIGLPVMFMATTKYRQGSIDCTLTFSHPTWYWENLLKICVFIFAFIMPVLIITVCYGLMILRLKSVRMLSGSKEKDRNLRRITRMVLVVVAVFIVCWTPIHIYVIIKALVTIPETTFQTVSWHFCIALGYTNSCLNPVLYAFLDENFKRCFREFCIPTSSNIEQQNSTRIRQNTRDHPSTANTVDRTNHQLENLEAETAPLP
Target sequence (P41143 whole entry, looked up): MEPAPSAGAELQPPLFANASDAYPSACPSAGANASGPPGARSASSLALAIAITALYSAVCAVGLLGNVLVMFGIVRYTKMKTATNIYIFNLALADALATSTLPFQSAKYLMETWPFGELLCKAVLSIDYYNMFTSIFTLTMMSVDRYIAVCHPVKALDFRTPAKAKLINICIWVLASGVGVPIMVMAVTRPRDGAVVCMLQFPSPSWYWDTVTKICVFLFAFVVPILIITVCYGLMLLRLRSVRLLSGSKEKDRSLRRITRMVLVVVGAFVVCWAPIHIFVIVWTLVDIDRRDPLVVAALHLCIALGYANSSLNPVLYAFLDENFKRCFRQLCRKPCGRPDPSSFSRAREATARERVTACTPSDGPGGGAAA
MOR-DOR ag: OPRM1-OPRD1 heterodimerization agonism; cells, luminescence; activation, % at 9.3 µM; P35372+P41143; actives 0.3% (n = 340,000); in the data active = activation above about 18%;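 also: 0% = vehicle-treated cells and 100% = reference agonist; values of inactives mirror those of a sister screen read the other way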
An asterisk follows results filed as active; nt = not tested or not shown.

No.	Compound	Pemphigus Ab inh	HTR5A inv ag	Arr AP2 block	HTR5A ag ctr	DAGLB inh	PKA-R2B act	PKA-R1A activ	V-ATPase pHluor	OPRM1-OPRD1 inv	MOR-DOR ag
1	O=S(=O)(Nc1cccc2ncccc12)c1cccs1	103	21	20	-10	-2	-2	-10	3	47*	-9.6
2	Cn1c(CCCOc2ccc(Cl)cc2Cl)nnc1SCC(=O)Nc1cccc(F)c1	97	15	-10	-6	-3	2	-5	0	-41	7.6
3	C[n+]1ccc(/C=C/c2ccccc2O)c2ccccc21	106	10	5	-4	3	-1	-4	1	14	-2.7
4	CC(CN1CCCCC1)OC(=O)C(C)(c1ccccc1)c1ccccc1 (configuration not stated)	105	11	-6	-4	-2	-4	0	-2	-38	6.2
5	COc1ccc2c(c1)C(=O)N(c1ccc(C)cc1C)C(=O)C2(C)C	94	7	2	-1	-7	-4	2	1	-5	0.8
6	CCc1ccc2[nH]c(=O)c(CN(CCN(C)C)C(=O)Nc3ccccc3OC)cc2c1	106	-9	14	4	2	13	-3	-1	5	-0.8
7	COc1cccc(OC)c1OCCN(C)C	102	18	-12	-2	1	-8	-2	2	18	-3.5
8	O=C(Cn1ccsc1=NC(=O)c1ccco1)c1ccccc1	105	-23	1	0	1	-10	2	3	8	-1.3
9	OCCN(CC#CC(O)(c1ccccc1)C1CCCCC1)CCO (configuration not stated)	119	5	1	-1	0	-6	8	-3	17	-3.6
10	Cc1c(C(=O)O)sc2nc(/C=C/c3cccc(F)c3)[nH]c(=O)c12	104	0	15	0	2	0	-10	-3	3	-0.7
11	COCCCn1c(=N)c(C(=O)NCc2ccc3c(c2)OCO3)cc2c(=O)n3cccc(C)c3nc21	93	-7	3	-2	3	-1	-7	-1	-2	0.4
12	O=C(Nc1cccc(Br)c1)c1cccc(OC(=S)N2CCOCC2)c1	nt	-10	1	3	-2	-11	-8	4	-8	1.3
13	Cc1ccc(C(=O)NC2CCCN(c3ccc(C(F)(F)F)cn3)C2)cn1 (configuration not stated)	89	0	-4	8	3	5	-4	-1	7	-1.4
14	CCN(CC)S(=O)(=O)c1cccc(NC(=O)COC(=O)/C=C/c2cccs2)c1	102	14	10	6	-6	-8	0	-2	-12	2.3
15	COc1ccccc1-c1nc(COc2ccc(Cl)cc2Cl)no1	nt	-12	9	5	-16	-2	3	4	-9	1.8
16	COc1cc(O)oc1C=Nc1ccc(C(F)(F)F)cc1	96	13	14	3	0	-1	1	-3	12	-1.9
17	COc1ccc2[nH]c3c(=O)n(CCc4ccccc4)cnc3c2c1	95	3	28	-1	0	3	0	-1	-2	0.3
18	Cc1c(N2C(=O)/C(=C3/C(=O)N(C)c4ccccc43)SC2=S)c(=O)n(-c2ccccc2)n1C	91	16	11	0	0	-11	-15	-2	-17	3.1
19	Cc1ccc2c(c1)NCC(C(=O)NC1CCC(C)CC1)O2 (configuration not stated)	103	13	1	-4	-2	-5	-1	1	7	-1.1
20	CCOc1ccc(NC(=O)CN(c2ccc([N+](=O)[O-])cc2)S(=O)(=O)c2ccccc2)cc1	96	13	2	1	2	-2	-3	0	-18	2.6
21	CC(=O)c1ccccc1NC(=O)COC(=O)Cc1cccc(C(F)(F)F)c1	104	2	20	-1	-12	-6	11	1	-22	5.6
22	CN(NC(=O)c1ccccc1)c1nc2ccccc2nc1C(F)(F)F	104	-4	9	2	-1	10	-1	-2	4	-0.7
23	O=c1nc(N2CCOCC2)ccn1-c1nc(-c2ccccc2)sc1-c1ccccc1	100	-14	-4	4	-1	6	7	0	14	-2.7
24	O=C(COC(=O)c1cccc(S(=O)(=O)N2CCCC2)c1)Nc1ccccc1C(F)(F)F	90	17	27	-2	-2	-2	-8	4	3	-0.5
25	CC(C)(C)c1nnc(NC(=S)Nc2ccccc2)s1	105	11	3	-4	-4	1	-6	-1	38*	-7.3
26	O=C(c1ccccc1F)N1CCC(O)(c2cccnc2)CC1	94	-8	8	3	-1	-6	-9	-1	2	-0.3
27	CCC(C)(C)c1ccc(OCC(=O)Nc2ccncc2)cc1	111	-7	13	8	-1	-6	0	2	-2	0.3
28	CCOC(=O)c1sc2nc(N3CCCC3)c3c(c2c1N)CC(C)(C)OC3	123	17	3	4	-1	-2	3	-1	-1	0.1
29	CCC(C)CCN1C(Nc2ccccc2)=NC[C@@H]1CC(C)C (some centres not stated)	101	-16	-8	-1	3	6	8	3	21	-4.5
30	CC(=O)Nc1ccc(OS(=O)(=O)c2ccc(Cl)cc2)cc1	116	3	3	-1	-2	2	10	2	17	-3.2
31	Cc1cc(C)n2nc(SCC(=O)c3cc(C)n(-c4cc(C)on4)c3C)nc2n1	120	-12	-12	4	4	-10	13	1	14	-3.1
32	Cc1ccc2nc(-c3ccncc3)cc(C(=O)N3CCOCC3)c2c1	nt	9	18	-3	0	-2	-4	3	13	-2.3
33	CCn1ccc(C(=O)NC2=C(C#N)CCC2)n1	nt	-8	-1	1	0	1	2	5	-6	1.1
34	CCc1ccc(C(=O)NC(=S)Nc2ccccc2N2CCOCC2)cc1	104	10	4	-4	-18	5	3	-2	15	-2.9
35	COc1cc(Cl)c(C)cc1NC(=O)Cn1c(NCCO)nc2ccccc21	98	nt	-11	nt	2	-2	-6	-1	nt	nt
36	O=C(/C(C=Nc1cc2c(oc1=O)CCCC2=O)=C(\O)c1ccccc1)c1ccccc1	97	5	17	-1	-3	1	-12	-1	-18	3.6
37	O=C(Nc1nc2c(F)cc(F)cc2s1)C1CC1	82	-32	16	-4	1	3	-11	3	7	-1.3
38	COc1ccccc1CCNC(=O)CN1C(=O)c2ccccc2S1(=O)=O	103	20	-6	0	2	-5	-12	11	0	0.1
39	COC(=O)c1ccc(CSc2nnc(CNC(=O)COc3ccc(Cl)cc3)o2)o1	69	-11	7	-1	2	5	5	1	9	-1.6
40	O=C(/C=C/c1ccc(Br)cc1)Nc1ccc(S(=O)(=O)Nc2ncccn2)cc1	100	-17	11	6	6	0	-8	6	1	-0.2
41	N#Cc1ccccc1OCC(=O)NCC(c1cccs1)N1CCOCC1 (configuration not stated)	107	-10	-4	-2	-3	4	10	2	2	-0.6
42	CCOc1ccccc1C=NN=Cc1ccccc1O	101	-17	31	4	-7	0	3	-1	-2	0.6
43	CCc1ccc(OCc2cnc(Cl)s2)cc1	101	11	12	5	-9	8	-3	-1	-15	3.0
44	CC(C)CCNC(=O)Nc1ccc2c(c1)N(C)C(=O)CS2	nt	3	7	-1	-3	-10	-2	-5	8	-1.3
45	COc1ccc(C2=NCCn3nc4cc([N+](=O)[O-])ccc4c32)cc1	107	8	21	-1	-2	-13	5	0	4	-0.9
46	Cc1ccsc1/C=C(\C#N)C(=O)NCc1cccnc1	91	-6	-8	1	-1	5	-3	3	-7	1.2
47	Cc1cc(C(=O)N/N=C/c2ccccn2)n[nH]1	91	-7	0	2	-2	0	0	-2	10	-1.5
48	COc1ccc(NC(=O)N2CCCc3ccccc32)cc1	94	-33	-5	-2	-2	5	0	2	-2	0.5
49	CCOC(=O)c1nc[nH]c1C	107	7	-2	-2	2	-7	14	-5	8	-1.5
50	Cc1ccc(S(=O)(=O)N2CC(=O)N3CCN(CCN)C3C2)cc1 (configuration not stated)	103	7	3	5	-2	-6	1	0	11	-2.1
51	COc1ccc(CCn2c(=N)c(C(=O)N3CCN(C)CC3)cc3c(=O)n4ccccc4nc32)cc1	111	1	6	0	1	9	-25	-1	13	-2.4
52	C1CC1Cc1noc(CN2CCN(CC3CC3)CC2)n1	104	8	45	-3	0	-2	2	2	15	-2.8
53	Cc1cc(C(=O)NCc2nc(-c3ccccc3)no2)ccc1[N+](=O)[O-]	94	55	-1	4	-3	-4	2	-2	-4	0.9
54	CC(C)N(Cc1ccccc1)C(=O)COC(=O)C1CCN(S(=O)(=O)c2ccc3c(c2)OCCO3)CC1	107	7	3	-3	-3	-3	9	1	15	-3.0
55	CCCCCCSc1ccc(-c2nc3ccc(C)cn3c2NC2CCCCC2)cc1	107	10	-1	3	-9	1	-5	-4	-15	2.6
56	O=C(COC(=O)c1ccc(O)cc1)NC(=O)NCc1ccccc1	106	-15	2	0	2	-1	5	-9	11	-3.0

(listing goes on)
No.	Compound	Pemphigus Ab inh	HTR5A inv ag	Arr AP2 block	HTR5A ag ctr	DAGLB inh	PKA-R2B act	PKA-R1A activ	V-ATPase pHluor	OPRM1-OPRD1 inv	MOR-DOR ag
57	CC1CCCN(S(=O)(=O)c2ccc(Br)s2)C1 (configuration not stated)	97	9	7	0	-6	1	-5	-3	-15	3.4
58	CCOC(=O)c1nnc(-c2ccc(C)cc2)nc1Oc1ccccc1Cl	89	2	-3	-1	-4	-1	-4	-1	3	-0.7
59	O=C(COC(=O)Cc1ccc(S(=O)(=O)N2CCCCC2)s1)Nc1ccc2c(c1)OCO2	101	-3	7	8	0	-5	2	-2	8	-1.3
60	O=C(C1CCC1)N1CCN(S(=O)(=O)c2cc(F)ccc2F)CC1	97	6	-10	-2	1	1	1	0	10	-2.0
61	Cc1ccc(-c2cnc(-c3ccncc3)o2)cc1	104	-2	-5	-1	-6	-8	-10	6	10	-2.1
